Mdm2-MdmX inh: human Mdm2/MdmX binding inhibition. inhibition, % at 8 µM. SaOS-2 split-luciferase Mdm2/MdmX complementation, luminescence. 330,000 compounds, 3% hits. AID 485346;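 active = inhibition of at least 50% at 8 µM in the primary screen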
Target sequence (O15151 whole entry, looked up): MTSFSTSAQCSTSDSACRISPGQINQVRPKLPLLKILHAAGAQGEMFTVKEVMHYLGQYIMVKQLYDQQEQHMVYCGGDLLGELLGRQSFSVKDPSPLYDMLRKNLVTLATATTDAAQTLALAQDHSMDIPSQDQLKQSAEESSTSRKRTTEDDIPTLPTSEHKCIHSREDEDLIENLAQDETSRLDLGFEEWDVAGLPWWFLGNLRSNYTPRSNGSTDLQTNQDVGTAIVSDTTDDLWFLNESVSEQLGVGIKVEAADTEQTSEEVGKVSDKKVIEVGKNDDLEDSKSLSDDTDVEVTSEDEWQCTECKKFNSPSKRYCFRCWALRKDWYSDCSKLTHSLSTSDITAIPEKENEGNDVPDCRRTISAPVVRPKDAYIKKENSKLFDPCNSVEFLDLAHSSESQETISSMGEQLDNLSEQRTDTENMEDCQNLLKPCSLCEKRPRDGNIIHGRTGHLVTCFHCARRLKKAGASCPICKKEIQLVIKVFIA
Target sequence (Q00987 whole entry, looked up): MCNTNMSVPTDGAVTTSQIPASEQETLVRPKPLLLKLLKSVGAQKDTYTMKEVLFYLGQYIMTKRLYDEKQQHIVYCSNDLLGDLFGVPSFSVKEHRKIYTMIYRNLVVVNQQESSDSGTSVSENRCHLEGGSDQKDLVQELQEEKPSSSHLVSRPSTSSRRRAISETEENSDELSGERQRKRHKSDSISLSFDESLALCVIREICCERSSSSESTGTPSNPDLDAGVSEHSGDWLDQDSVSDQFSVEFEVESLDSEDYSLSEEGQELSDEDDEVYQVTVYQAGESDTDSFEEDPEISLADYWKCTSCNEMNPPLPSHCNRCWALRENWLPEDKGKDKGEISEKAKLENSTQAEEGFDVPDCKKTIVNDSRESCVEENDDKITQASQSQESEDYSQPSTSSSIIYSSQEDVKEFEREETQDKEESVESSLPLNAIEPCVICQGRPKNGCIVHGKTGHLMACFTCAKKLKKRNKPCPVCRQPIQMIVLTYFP
tim23-1 inh: inhibits growth of tim23-1 mutant yeast. S. cerevisiae tim23-1 growth, BacTiter-Glo luminescence, 24 h. inhibition, % at 20 µM. 330,000 compounds, 1.3% hits;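 active = growth inhibition of the mutant yeast at or above 50%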;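 note: temperature-sensitive mutant grown at 25 °C; plate controls were DMSO-treated mutant yeast for no effect and medium wells lacking yeast for full effect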
APJ agonist: APJ receptor agonism; CHO-K1 APJ PathHunter beta-arrestin, luminescence; 0% DMSO wells, 100% apelin; activation, % at 20 µM; 330,000 compounds, 0.11% hits; AID 2520;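 active = activation more than six SD over the plate average, tested at 20 µM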;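 note: 0% = DMSO alone and 100% = apelin-13 at 10 nM; some results filed as inactive read as strong as hits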
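Assay system: CHO-K1 APJ beta-arrestin complementation cell line / Compound: single test compound dose, 20 µM final, 1% DMSO / Times: overnight seeding, 90 min compound at 25 °C, 1 h detection / Technique: beta-gal luminescence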
Jurkat NFkB inh: inhibitors of the PMA/ionomycin-induced NF-kB reporter in Jurkat cells; PMA/ionomycin-induced NF-kB luciferase reporter, luminescence; inhibition, % at 4 µM; 330,000 compounds, 0.53% hits; AID 435003; in the data active = inhibition above about 50%
697 NFkB inh: inhibitors of the PMA/ionomycin-induced NF-kB reporter in 697 B cells; AID 435022; 330,000 compounds, 0.33% hits; inhibition, % at 4 µM; 697 B-cell NF-kB luciferase reporter, 16 h; in the data active = inhibition above about 35%
XBP1 UPR activ: activators of adaptive arm of unfolded protein response (XBP1) | activation, % at 20 µM | CHO-XBP1 luciferase reporter, IRE1-XBP1 UPR activation, luminescence; percent of tunicamycin response, DMSO as zero | 330,000 compounds, 0.33% hits | AID 463104;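 active = versus positive control, 20 µM dose yields 30% or more activation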;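 note: 100% = tunicamycin at 10 µg/mL and 0% = DMSO only wells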
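Material: CHO-XBP1 cells stably carrying IRE1-XBP1-driven luciferase reporter | Medium: F12 with 10% serum | Compound dosing: 20 µM single concentration, DMSO 1% | Incubation: Overnight seeding at 37 °C, 6 h compound treatment at 37 °C | Detection: Steady-Glo luminescence read | Read-out basis: % activation of reporter signal versus tunicamycin and DMSO controls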
UPR CHOP act: activators of apoptotic arm of unfolded protein response (CHOP) | activation, % at 10 µM | 330,000 compounds, 0.34% hits | CHO-CHOP luciferase reporter, UPR activation, luminescence; percent of tunicamycin response over DMSO baseline;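 active = at 10 µM dose, activation of 40% or more, normalized to positive control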;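 note: 100% = tunicamycin at 10 µg/mL and 0% = DMSO alone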
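Test system: CHO-CHOP cells, stable luciferase reporter of PERK-eIF2a-CHOP signalling | Quantity: 500 CHO-CHOP cells per well | Buffer or medium: F12 plus 10% serum | Compound dosing: 10 µM single point, 0.5% DMSO | Schedule: 6 h compound treatment, 37 °C | Signal: Luciferase luminescence | Control set: Tunicamycin high control, DMSO low control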
APJ antag: APJ receptor antagonism | P35414 | CHO-K1 APJ beta-arrestin complementation, luminescence | inhibition, % at 20 µM | 330,000 compounds, 0.32% hits | AID 2521;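 active = inhibition above about 40% at 20 µM, limit read from the data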;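 note: cells challenged with 10 nM apelin-13 agonist together with compound; plate controls were apelin-13 plus DMSO wells for no effect and DMSO wells lacking apelin-13 for full effect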
An asterisk follows results filed as active.

#	Compound	Mdm2-MdmX inh	tim23-1 inh	APJ agonist	Jurkat NFkB inh	697 NFkB inh	XBP1 UPR activ	UPR CHOP act	APJ antag
1	COc1cccc(C(=O)Nc2ccc(NC(C)=O)cc2)c1	-29	1	-1	-46	-42	-2	0.6	5
2	O=C(c1cccc(S(=O)(=O)Nc2ccc(Br)cc2)c1)N1CCC1	19	7	2	-3	4	-2	1.5	4
3	CCC(=O)N1CCc2cc(S(=O)(=O)N3CCN(c4ccccc4)CC3)ccc21	55*	6	-1	28	-24	-9	0.1	10
4	CC1CN(c2ccc([N+](=O)[O-])cn2)CC(C)O1 (configuration not stated)	-23	6	-1	1	24	-1	1.6	5
5	COc1cc(NC(=O)CSc2nc(C)c(C)c(C)n2)cc(OC)c1	-1	1	-2	2	-12	-2	2.2	-6
6	Cc1ccc(NC(=O)C2CCC(CNc3c(N4CCC(C)CC4)c(=O)c3=O)CC2)cc1F (configuration not stated)	14	5	-3	32	47*	1	-1.1	-14
7	COc1ccc(S(=O)(=O)NCc2ccco2)cc1C(=O)N1CCOCC1	-3	15	-5	-2	3	-3	-0.8	9
8	COc1ccccc1-c1ccc2nnc(SC)n2n1	15	10	2	-5	8	1	1.3	12
9	COCCn1c(SCC(=O)Nc2nnc(C)s2)nnc1-c1ccco1	-11	1	-2	-10	19	-1	0.0	-5
10	CC1CCCCN1S(=O)(=O)c1ccc(C(=O)Nc2nnc(-c3ccccc3Cl)o2)cc1 (configuration not stated)	41	27	-4	3	-26	1	13	11
11	CCOCCn1c(C(C)O)nc2ccccc21 (configuration not stated)	7	7	-4	14	5	-1	5.1	10
12	Cc1ccc(S(=O)(=O)N2CCCC2C(=O)NCCc2nc3ccccc3[nH]2)cc1 (configuration not stated)	5	8	1	-4	1	1	1.0	3
13	O=C(N[C@@H](Cc1ccccc1)C(=O)NC1CC1)c1ccc(Cl)cc1	-20	7	-4	-70	-21	1	1.5	-4
14	O=C(NC(=S)Nc1ccc(S(=O)(=O)N2CCCC2)cc1)C1CCC1	0	34	-2	8	15	-1	-0.1	-1
15	CCOC(=O)c1sc(NCc2ccco2)c(-c2nc3ccccc3s2)c1N	-55	26	-5	-4	-52	-2	6.6	31
16	CCN(CC)S(=O)(=O)c1ccc(OC)c(NC(=O)CSCc2c(C)noc2C)c1	20	17	-5	-8	3	-3	-0.3	1
17	Cc1coc2c(C)c3oc(=O)c(CCC(=O)NCCCN4CCOCC4)c(C)c3cc12	-3	21	-1	14	-15	1	-0.8	-48
18	Cc1ccc(OCCn2cnc3cc([N+](=O)[O-])ccc3c2=O)cc1	14	18	5	-1	34	0	-0.4	-5
19	COc1ccc(-n2nc([N+](=O)[O-])c(=NCCc3ccc(OC)c(OC)c3)n2O)cc1	12	30	5	11	-27	0	2.2	-30
20	CCN(CC)S(=O)(=O)c1ccc(N2CCCC2)c(C(=O)OCC(=O)Nc2cc(C)on2)c1	17	12	-3	-8	4	-1	0.3	4
21	O=C(Cn1c(=O)n(CC(=O)NCc2ccccc2)c2ccccc21)NCc1ccccc1	25	-3	-5	8	16	1	3.1	-3
22	Nn1c(=O)[nH]c2c([nH]c3ccccc32)c1=O	18	1	-3	9	3	-3	-1.4	7
23	COc1cc2c(cc1OC)C(C(=O)O)C(c1cc(Br)c(O)c(OC)c1)N(C)C2=O (configuration not stated)	-3	-3	6	-14	-12	-4	0.3	-17
24	CCOc1ccc2c(c1)nc(NCCCO)n2Cc1ccccc1	-16	15	-2	-14	-6	-3	5.0	-5

Look-ups from the results shown:
Reading of no. 12 in tim23-1 inh: 8
Reading of no. 18 in Mdm2-MdmX inh: 14
Reading of no. 7 in APJ antag: 9
Reading of no. 14 in Mdm2-MdmX inh: 0

The results go on.
# | molecule | Mdm2-MdmX inh | tim23-1 inh | APJ agonist | Jurkat NFkB inh | 697 NFkB inh | XBP1 UPR activ | UPR CHOP act | APJ antag
25 | OC(COCc1ccccc1F)CN1CCCCC1 (configuration not stated) | 16 | -4 | -3 | -5 | 1 | -3 | -1.9 | 2
26 | Cc1cc(C)n2c(SC/C(O)=C(\C#N)c3nc4ccccc4[nH]3)nnc2n1 | -20 | 12 | 3 | 2 | 2 | 1 | -0.2 | -1
27 | Cc1cc(Cl)ccc1OCCn1cncn1 | -26 | 4 | -2 | 3 | -7 | 3 | 0.5 | 8
28 | O=c1c(O)c(-c2cc(O)c(O)c(O)c2)oc2cc(O)cc(O)c12 | -2 | 23 | 14 | 0 | 8 | -8 | 1.0 | 0
29 | CN(C)C(=O)c1ccc(NC(=O)CC2SC(N3CCCC3)=NC2=O)cc1 (configuration not stated) | -27 | -3 | -3 | 10 | 5 | 1 | 0.0 | -4
30 | O=C1OCC2=C1C(c1ccc(F)cc1)CC(=O)N2c1ccccc1 (configuration not stated) | 7 | 21 | 0 | 1 | 8 | -3 | 2.6 | -7
31 | Cc1ccc(C)c(NC(=O)Cn2nc(C(F)(F)F)cc2C2CC2)c1 | 2 | 2 | -5 | -13 | -9 | -1 | -2.5 | 13
32 | C=CCC1=C/C(=C\c2c(N)n3nc(CC(=O)N4CCOCC4)sc3nc2=O)C=C(OC)C1=O | 3 | 11 | 6 | -12 | -60 | -4 | 3.1 | 16
33 | O=C(Nc1ccon1)c1cccc(S(=O)(=O)N2CCCCCC2)c1 | -16 | 31 | -4 | -17 | -9 | 3 | -1.8 | -14
34 | O=C(NCCc1ccc(Cl)cc1)C1CCN(S(=O)(=O)N2CCCC2)CC1 | 13 | 14 | -5 | -9 | 15 | -5 | -3.5 | 0
35 | NS(=O)(=O)c1cccc(NC(=O)CCC(=O)c2cccs2)c1 | 3 | -2 | -2 | -9 | 0 | 3 | 2.8 | 8
36 | CCOC(=O)N1CCN(S(=O)(=O)N2CCCC(C(=O)NCc3ccc(F)cc3)C2)CC1 (configuration not stated) | 4 | 18 | -4 | 2 | 8 | 0 | 0.8 | 28
37 | CC(C)(C)NC(=O)C(c1cccs1)N(Cc1cccs1)C(=O)c1ccc(CN2CCOCC2)o1 (configuration not stated) | -25 | 16 | -4 | -27 | -8 | -2 | 0.6 | -5
38 | COc1ccc(Nc2nc3c(C)cccn3c(=O)c2C=O)cc1 | 1 | -9 | -3 | 1 | -4 | -1 | 2.5 | 18
39 | CCOc1ccc(Cc2nc(-c3nonc3N)no2)cc1OCC | -14 | 10 | -2 | 14 | 8 | -2 | -2.2 | 11
40 | COc1cccc(CNC(=O)C2CCCN(S(C)(=O)=O)C2)c1 (configuration not stated) | 0 | 12 | 0 | 5 | 10 | -2 | -1.8 | 11

An excerpt from above, reduced to UPR CHOP act:
nr	SMILES	UPR CHOP act
34	O=C(NCCc1ccc(Cl)cc1)C1CCN(S(=O)(=O)N2CCCC2)CC1	-3.5
35	NS(=O)(=O)c1cccc(NC(=O)CCC(=O)c2cccs2)c1	2.8

Other records
# | molecule | Mdm2-MdmX inh | tim23-1 inh | APJ agonist | Jurkat NFkB inh | 697 NFkB inh | XBP1 UPR activ | UPR CHOP act | APJ antag
41 | Cc1c(Cl)cccc1NC(=O)CNc1cccc(C(F)(F)F)c1 | 16 | 44 | 0 | -2 | 9 | -2 | -0.6 | -2
42 | O=C(CSc1nc(-c2ccccc2)nc2ccccc12)Nc1nccs1 | 34 | -10 | -2 | -20 | 10 | 21 | -0.7 | -17
43 | CN(C)S(=O)(=O)c1ccc2nc(NC(=O)c3cccnc3)sc2c1 | 0 | 5 | 1 | -11 | -61 | -2 | 4.3 | -12
44 | CCOc1ccccc1NC(=S)NNS(=O)(=O)c1c(C)cc(C)cc1C | 4 | 11 | 1 | 5 | -15 | 0 | -0.9 | 1
45 | COC(=O)CN1C(=O)[C@H]2[C@@H](/C=C/c3ccccc3)N3C(=O)CN(Cc4ccccc4)C(=O)[C@@]3(Cc3ccccc3)[C@H]2C1=O | 1 | -24 | -7 | 4 | 11 | 0 | -1.0 | -7
46 | CN(C#N)c1nc(Cl)nc(Nc2cccc(Cl)c2)n1 | 11 | 69* | 1 | -4 | 1 | 9 | 7.4 | -2
47 | Brc1ccc(-n2cccc2/C=N/n2cnnc2)cc1 | -3 | 13 | -8 | -14 | -7 | -2 | -1.4 | 2
48 | CN(C(=O)c1ccc(Cl)c([N+](=O)[O-])c1)C1(C)CCS(=O)(=O)C1 (configuration not stated) | -33 | 14 | -5 | -1 | 14 | -2 | -1.5 | -2

Gathered by group: the compounds so far with a cyano group.
# | molecule | Mdm2-MdmX inh | tim23-1 inh | APJ agonist | Jurkat NFkB inh | 697 NFkB inh | XBP1 UPR activ | UPR CHOP act | APJ antag
26 | Cc1cc(C)n2c(SC/C(O)=C(\C#N)c3nc4ccccc4[nH]3)nnc2n1 | -20 | 12 | 3 | 2 | 2 | 1 | -0.2 | -1
46 | CN(C#N)c1nc(Cl)nc(Nc2cccc(Cl)c2)n1 | 11 | 69* | 1 | -4 | 1 | 9 | 7.4 | -2

New compounds follow.
# | molecule | Mdm2-MdmX inh | tim23-1 inh | APJ agonist | Jurkat NFkB inh | 697 NFkB inh | XBP1 UPR activ | UPR CHOP act | APJ antag
49 | O=C(Nc1cccn2ncnc12)c1ccc(Cl)cc1 | 13 | -1 | -3 | -9 | -2 | 7 | 1.1 | 0
50 | CCOC(=O)Cc1cc(=O)n2[nH]cc(-c3cccc(Br)c3)c2n1 | 14 | 15 | -3 | -1 | 12 | -4 | -0.8 | 9
51 | Cc1cc(C)n(CCCO)c(=O)c1C#N | 1 | 11 | 3 | -19 | -27 | 3 | -1.1 | -6
52 | COC(=O)c1ccccc1NC(=O)c1ccc(COc2ccc(C)c(C)c2)o1 | 15 | 6 | 2 | 8 | 5 | 4 | -1.5 | -4
53 | COc1ccc(NS(=O)(=O)c2ccc(C(=O)N3CCN(c4ccc(F)cc4)CC3)cc2)cc1 | 21 | 10 | 0 | -78 | 28 | -4 | 3.4 | 14
54 | COc1ccc(C(=O)/C=C/c2ccsc2)cc1CSCC(=O)O | 20 | 0 | 9 | 3 | 0 | -3 | -1.5 | -33
55 | CCCCSc1nn[nH]n1 | 5 | -11 | 0 | -9 | -15 | -1 | 6.2 | -14
56 | O=C(NCc1ccc2c(c1)OCO2)c1cccc2c1C(=O)N(C1CCCCC1)C2 | 16 | -1 | -5 | 0 | 5 | 4 | 0.4 | 14
57 | Cc1ccc(OC(=O)c2cccc([N+](=O)[O-])c2)c(-n2nc3ccccc3n2)c1 | -22 | -4 | 0 | -122 | -123 | 4 | 5.3 | -14
58 | COc1ccc(Br)cc1C(=O)Nc1ccc(Cc2ccncc2)cc1 | 11 | 12 | -1 | 18 | 6 | 3 | -1.0 | -9
59 | COC(=O)c1ccc2nc(-c3cccc(N)c3)cn2c1 | -7 | 8 | 1 | -120 | -99 | -7 | -7.9 | 9
60 | C[C@H](NC(=O)Cn1cncn1)c1ccccc1 | 20 | -3 | 1 | 15 | -4 | -3 | -2.6 | 12
